PLK1 inh = PLK1 (human) kinase inhibition | recombinant PLK1 kinase, TR-FRET peptide phosphorylation | inhibition, % at 10 µM | 0.53% of 97,000 active | AID 619;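 active = inhibition of 50% or more in the single-concentration screen; inactive = inhibition below 50%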;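 also: 0% = DMSO max control and 100% = H-89 dihydrochloride min control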
PLK1 PBD inh = Plk1 (human) PBD binding inhibition; Plk1 PBD phosphopeptide binding, fluorescence polarization; inhibition, %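 (tested at about 20 µM)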; 0.13% of 97,000 active; AID 693; in the data active = inhibition above about 34%, passing the limit was not always enough
PLAP activator = activates human placental alkaline phosphatase; activation fold at 20 µM; 1.2% of 96,000 active; purified PLAP enzyme, luminescent substrate read-out; hits give high values; P05187; AID 696; in the data active = activation fold above about 2
Target sequence (P05187 whole entry, looked up): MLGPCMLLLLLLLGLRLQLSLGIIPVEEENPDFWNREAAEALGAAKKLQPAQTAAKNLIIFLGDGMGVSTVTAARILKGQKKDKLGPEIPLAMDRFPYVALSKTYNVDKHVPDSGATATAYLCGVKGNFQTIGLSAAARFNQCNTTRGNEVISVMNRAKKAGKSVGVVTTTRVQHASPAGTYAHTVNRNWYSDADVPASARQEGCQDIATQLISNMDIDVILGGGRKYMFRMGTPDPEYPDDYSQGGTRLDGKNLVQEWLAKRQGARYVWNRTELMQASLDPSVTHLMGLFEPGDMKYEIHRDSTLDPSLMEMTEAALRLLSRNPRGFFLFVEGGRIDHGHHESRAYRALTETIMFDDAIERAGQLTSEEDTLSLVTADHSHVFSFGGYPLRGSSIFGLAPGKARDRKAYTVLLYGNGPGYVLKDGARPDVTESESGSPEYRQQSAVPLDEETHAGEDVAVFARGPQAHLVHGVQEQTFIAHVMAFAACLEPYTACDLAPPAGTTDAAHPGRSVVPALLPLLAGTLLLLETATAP
FAK inh = blocks human focal adhesion kinase activity | 0.84% of 97,000 active | biochemical FAK kinase activity assay | AID 727 | inhibition, %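 (tested at 7 µM)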; in the data active = inhibition above about 19%;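 also: 0% = DMSO and 100% = reference compound high control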
S1P2 agonist = S1P2 (human) receptor agonism; O95136; S1P2-expressing cell line, agonist reporter read-out; activation, % at 4.5 µM; 0.46% of 97,000 active; in the data active = activation above about 16%;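 also: 0% = vehicle low control and 100% = maximal reference agonist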
Target sequence (O95136 whole entry, looked up): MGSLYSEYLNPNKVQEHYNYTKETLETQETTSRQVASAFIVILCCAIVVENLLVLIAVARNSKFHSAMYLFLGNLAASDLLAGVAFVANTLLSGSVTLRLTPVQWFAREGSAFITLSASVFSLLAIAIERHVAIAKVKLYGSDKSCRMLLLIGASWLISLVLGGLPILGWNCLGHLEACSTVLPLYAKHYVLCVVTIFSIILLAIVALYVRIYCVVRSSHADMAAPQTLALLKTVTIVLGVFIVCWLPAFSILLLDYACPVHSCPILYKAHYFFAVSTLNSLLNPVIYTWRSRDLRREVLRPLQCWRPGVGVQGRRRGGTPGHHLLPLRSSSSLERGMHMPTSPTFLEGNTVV
S1P2 blocker = blocks the human S1P2 receptor | inhibition, % at 5 µM | 0.21% of 97,000 active | cell-based S1P2 antagonist assay, inhibition at 5 uM | O95136; in the data active = inhibition above about 45%;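 also: CRE beta-lactamase reporter cells expressing human S1P2 stimulated with S1P; 0% = agonist at EC80 alone and 100% = agonist plus reference antagonist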
EphB4 antag = EphB4-ephrin-B2 interaction antagonism | P54760 | EphB4 LBD / TNYL-RAW-Alexa532 peptide, fluorescence polarization | inhibition, % at 7 µM | 0.15% of 97,000 active | AID 720;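 active = inhibition above the screen-wide mean inhibition plus 3 SD, cut at about 15% in these data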;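 also: 0% = DMSO wells and 100% = excess unlabeled TNYL-RAW peptide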
MT1-MMP txn act = MT1-MMP promoter transcription activation | activation factor at 10 µM | 0.16% of 86,000 active | HT1080 MT1-MMP promoter luciferase reporter, luminescence, overnight; hits give high values;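 active = activation factor of at least 2 for MT1-MMP transcription at 10 µM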
HIV Rev-RRE inh = HIV Rev-RRE protein-RNA interaction inhibition; Rev peptide-RRE RNA binding, FRET; P05866; 0.79% of 97,000 active; inhibition, % at 8 µM;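 active = inhibition above the screen-wide mean plus 3 SD, cut at about 35% in these data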;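 also: 0% = median DMSO wells and 100% = median Neomycin B control wells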
Target sequence (P05866 whole entry, looked up): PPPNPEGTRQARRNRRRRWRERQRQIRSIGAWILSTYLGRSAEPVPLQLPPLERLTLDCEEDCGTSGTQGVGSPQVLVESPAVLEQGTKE
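Test system – labelled RRE RNA duplex and labelled Rev peptide · Reagent – labelled Rev peptide · Doses – one concentration, 8 µM nominal · Incubation – 5 + 15 min at 25 °C · Signal – FRET fluorescence readout · Read-out basis – % inhibition of FRET ratio versus controls · Control set – DMSO wells as 0% and neomycin B wells as 100% inhibition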
* hit, by the source's call; x = not tested or not shown.

SMILES	PLK1 inh	PLK1 PBD inh	PLAP activator	FAK inh	S1P2 agonist	S1P2 blocker	EphB4 antag	MT1-MMP txn act	HIV Rev-RRE inh
CCn1c(=O)cc(OCC(=O)N2CCCC2)c2ccccc21	-8	9	0.9	2	-2	-12	3	1.1	-2
COc1cc(C2C(C(=O)Nc3ccc(F)cc3)=C(C)Nc3nc(CCCO)nn32)cc(OC)c1OC (stereo unspecified)	-14	17	1.5	x	x	x	x	1.1	x
COC(=O)c1ccc(N2C(=O)CC(N(C)Cc3ccccc3)C2=O)cc1 (stereo unspecified)	-12	6	1.6	-6	-5	19	2	1.2	4
CCc1ccc(NC(=O)Cn2nc(C(F)(F)F)c3c2CCC3)cc1	-10	2	0.9	4	-4	20	1	1.2	21
FC(F)(F)C1=CC(c2ccc(Cl)cc2)=NCCN1	-15	-10	1	5	-4	4	4	1.1	1
FC(F)(F)c1cccc(Cn2nnnc2-c2cc(Cl)cc(Cl)c2)c1	-10	2	1.1	4	-5	4	2	x	17
Cc1cccc(C)c1OCC(=O)Nn1c(C)nc2ccccc2c1=O	-7	2	1	2	-4	20	-3	1.1	3
COC(=O)CNC(=O)C1CCN(C(=O)OCc2ccccc2)CC1	-7	-10	1	3	0	12	0	x	4
C=C(C)Cn1c(SCC)nc2ccccc2c1=O	-7	17	1	-1	-6	-2	-4	1	8
COc1ccc(C)cc1NS(=O)(=O)c1cc(C)ccc1C	5	-5	0.9	2	-1	-7	3	1.1	16
NC(=O)NC(=O)CSc1nnc(-c2ccco2)n1Cc1ccccc1	-9	13	1	1	5	10	-2	1.1	5
CC(C)(C)OC(=O)NCCc1nnc(SCc2ccc(Cl)cc2Cl)o1	-10	12	1.3	3	-4	-1	3	1.1	6
CNc1nc(-c2ccccc2)cc(C(F)(F)F)c1C#N	-12	22	0.8	-4	-1	-10	-6	x	7
O=C(CNCC1CCCO1)Nc1ccccc1N1CCCCCC1 (stereo unspecified)	-10	-34	1.3	-5	-2	4	-1	1.1	4
Cc1cc2nnc(SC3CCCCN(C(=O)c4ccc(F)cc4)C3=O)n2c2ccccc12 (stereo unspecified)	-2	-7	1.5	19	1	-2	4	1.2	2
CCCn1c(N2CCC(Cc3ccccc3)CC2)nc2c1c(=O)[nH]c(=O)n2C	-1	-27	1.3	1	-4	18	5	1.2	6
CCc1ccccc1N(CC(=O)O)S(C)(=O)=O	25	-7	1.2	2	-9	17	-4	1.1	10
Cc1cc(C)cc(-n2nnnc2SCC(=O)Nc2nc(-c3ccc(Cl)cc3)cs2)c1	-13	1	1	-1	-4	6	-2	x	9
CN(CCCNC(=O)c1ccc(N2CCCC2=O)cc1)c1ccccc1	-14	7	x	-6	-5	0	3	1	0
C/C(=N\OC(=O)Nc1ccc(Cl)cc1)c1ncc(C(F)(F)F)cc1N1CCOCC1	-8	9	1.5	0	-9	-14	1	1.1	-3
CC(C)CC(=O)Nc1ccccc1-c1nnn(CC(=O)N2CCc3ccccc3C2)n1	-11	-18	1.1	0	-11	-3	-1	1	10
CCN1CCN(S(=O)(=O)c2cc(OC)ccc2OC)CC1	-9	-8	1	0	-4	-27	0	1.2	7
Cc1noc(C)c1COC(=O)CCc1nc2ccccc2s1	-1	-7	1.1	7	-6	18	7	1	6
O=C(Nc1ccccc1)Nc1ccccn1	-9	-7	0.9	1	-2	-21	-1	1.3	4
Cc1nc(C)c(NC(=O)N2CCc3ccccc32)cc1NC(=O)N1CCc2ccccc21	-17	-3	1.4	0	-3	29	-1	1.3	0
C=CCn1c(O)c(CN2CCN(Cc3ccccc3)CC2)c(C)c(C#N)c1=O	-45	-12	1.4	-2	-2	-36	-1	1.2	32
Cc1ccc(S(=O)(=O)N(C)CC(=O)NC2CCCC2)cc1	-5	-16	1.1	0	-4	-2	6	1.1	4
COc1ccc(CN2C3CCCC2CC(NC(=O)Nc2ccccc2C)C3)cc1 (stereo unspecified)	20	12	x	-1	0	-22	5	1.2	1
COC(=O)[C@@H](NC(=O)NCc1cccc(OC)c1)C(C)C	-11	0	0.9	-3	0	9	-8	1.2	2
CCN(CC)Cc1csc(C(N)=O)c1	-9	-8	1.2	0	0	-3	-3	1	2
CCCCc1c(O)nc(SCC(=O)NCCc2ccc(OC)c(OC)c2)[nH]c1=O	-11	-3	1	-1	-7	1	-8	1.1	2
Cc1nnc(NC(=O)CN2C(=O)c3ccccc3S2(=O)=O)s1	-31	10	2.1*	-1	-1	-14	-5	0.9	4
CC(C)n1cc(/C=C2/NC(=O)N(c3cccc(Cl)c3)C2=O)c2ccccc21	-13	-20	x	-1	6	16	4	1.3	7
CC(C)Cc1cc(C(=O)Nc2c(F)cc(F)cc2Br)no1	-6	-15	0.9	1	-6	20	2	1.2	7
CCOC(=O)c1cc(-c2ccc(C)cc2)n(CCC(=O)NCCCOC)c1C	-18	-2	1.5	-1	-4	-3	-2	1.2	4
N#Cc1nc(-c2ccccc2Cl)oc1N1CCCCC1	-3	7	1	0	-9	-6	-1	1.5	13
CN(C)/C=N/c1sc2c(c1C#N)CC(C)(C)NC2(C)C	-10	-24	x	-1	-4	-6	2	1.3	1
CCN(CC)c1ccc(NC(=O)CSc2nnc3nc(C)cc(C)n23)cc1	-4	-3	1.3	1	-3	12	10	1.1	5
CCOC(=O)C1=NN(c2ccccc2)C(=O)/C1=C\c1ccc(N(C)C)cc1	-9	11	1	-2	-7	9	0	x	7
CCCCNC(=O)c1cc2c(-c3ccc(Cl)cc3)nn(C)c2s1	-8	0	0.8	4	-4	9	-9	1.3	-1

A different layout for part of the listing above:
| Compound | PLK1 inh | PLK1 PBD inh | PLAP activator | FAK inh | S1P2 agonist | S1P2 blocker | EphB4 antag | MT1-MMP txn act | HIV Rev-RRE inh |
| --- | --- | --- | --- | --- | --- | --- | --- | --- | --- |
| CC(C)Cc1cc(C(=O)Nc2c(F)cc(F)cc2Br)no1 | -6 | -15 | 0.9 | 1 | -6 | 20 | 2 | 1.2 | 7 |
| CCOC(=O)c1cc(-c2ccc(C)cc2)n(CCC(=O)NCCCOC)c1C | -18 | -2 | 1.5 | -1 | -4 | -3 | -2 | 1.2 | 4 |
| N#Cc1nc(-c2ccccc2Cl)oc1N1CCCCC1 | -3 | 7 | 1 | 0 | -9 | -6 | -1 | 1.5 | 13 |
| CN(C)/C=N/c1sc2c(c1C#N)CC(C)(C)NC2(C)C | -10 | -24 | x | -1 | -4 | -6 | 2 | 1.3 | 1 |
| CCN(CC)c1ccc(NC(=O)CSc2nnc3nc(C)cc(C)n23)cc1 | -4 | -3 | 1.3 | 1 | -3 | 12 | 10 | 1.1 | 5 |
| CCOC(=O)C1=NN(c2ccccc2)C(=O)/C1=C\c1ccc(N(C)C)cc1 | -9 | 11 | 1 | -2 | -7 | 9 | 0 | x | 7 |

Going on with the list.
SMILES	PLK1 inh	PLK1 PBD inh	PLAP activator	FAK inh	S1P2 agonist	S1P2 blocker	EphB4 antag	MT1-MMP txn act	HIV Rev-RRE inh
Cc1cccc(NC(=S)NNC(=O)CC(C)O)c1C (stereo unspecified)	-9	-18	2*	2	-6	7	1	x	7
Cc1ccc(Nc2c(N)c(=O)oc3ccccc23)cc1	-5	5	x	3	0	-16	2	1.3	-5
CCN(CC)c1nc2cc(OC)ccc2cc1C#N	2	-12	1.3	-2	-3	-13	-2	0.9	24
N#CCSc1nc2cc(C(=O)N3CCC(C(N)=O)CC3)ccc2c2nc3ccccc3n12	-6	-16	1.9	1	37*	-23	4	1.2	6
CC(=O)c1cc(F)c(N2CCN(C(=O)C(C)(C)C)CC2)cc1C	-6	2	1.4	0	0	3	-1	1	-3
CCNC(=O)c1ccccc1NC(=O)c1cccc(S(=O)(=O)N2CCC(C)CC2)c1	8	-9	0.9	-6	-4	-8	0	1	8
Cc1cccc(Sc2c([N+](=O)[O-])ncn2C)n1	-12	-7	1.1	-1	-4	17	0	x	2
COc1cc(C2=NOC(C(=O)NCc3ccc(F)cc3)C2)cc(OC)c1OC (stereo unspecified)	-11	35	1	-2	2	-9	-1	0.6	3
O=c1oc(-c2ccccc2)nc2sc3c(c12)CCCC3	-7	-15	1.1	3	-7	-6	-2	1.7	1
Cc1ccc(SCC(=O)N(Cc2nc(-c3ccccc3)no2)C(C)C)cc1	-14	-16	1.2	1	-4	12	-5	1	8
CCOC(=O)C1=C(C)N(C)C(=O)NC1c1c(C)nn(-c2ccccc2)c1C (stereo unspecified)	-10	14	1	-1	-11	10	4	x	6
COc1ccc(-c2nnc(Sc3nc4ccccc4o3)c3ccccc23)cc1	-19	-9	x	-3	-8	7	1	x	8
Cc1nc2cc(N3CCCCC3)c(NC(=O)c3cccnc3)cc2c(=O)n1Cc1ccccc1	-11	-16	1.4	5	-1	-15	-3	1.2	6
CCC(C)NC(=O)c1ccccc1C(=O)NC(C)CC (stereo unspecified)	-6	9	0.8	2	-1	58*	2	1.1	11
COc1ccc(CC(=O)Nc2ccc(S(=O)(=O)Nc3cc(C)on3)cc2)cc1OC	-6	3	1	-1	-6	-11	-4	1.1	7
Cc1ccc2cc(C#N)c(NCCCNC(=O)C3CCCO3)nc2c1 (stereo unspecified)	-12	15	1.4	-2	-4	-10	-7	1	3
Cn1c(NC(=O)c2ccc(Cl)cc2)c(-c2ccccn2)c(=O)c2ccccc21	-8	-17	1.1	3	-3	14	8	x	-1
O=C(Nc1nnc(SCc2ccc(F)cc2)s1)c1ccco1	4	36	0.8	3	-5	6	2	1.1	1
CN1C(=O)CSc2ccc(NC(=O)NCc3cccnc3)cc21	-2	-11	1	-5	-2	16	-1	1.3	-1
COc1cc(OC)c(C2N(c3cc(C)on3)C(=O)C3CCCN32)cc1OC (stereo unspecified)	-5	-21	1.4	-8	-1	10	1	1.2	6
O=C(CN1C(=O)c2ccccc2S1(=O)=O)Nc1ccccc1	-8	17	1.1	1	-1	15	2	1.1	11
O=c1[nH]c(N2CCc3ccccc32)nc2c1CCCC2	-15	-2	1.1	0	-4	-5	6	1.1	1
COc1ccccc1-c1cc(C(=O)NCc2ccccc2)no1	0	-16	0.9	-7	-7	11	3	1.2	7
Cc1cc(C)c(NC(=O)/C=C\C(=O)O)c([N+](=O)[O-])c1	-9	0	0.9	-5	-6	-1	6	x	11
O=C1OCc2cc(NC(=O)C3CCCCC3)ccc21	-8	2	1	0	-3	4	0	1.3	6
CC(C)(C)c1cc(OC(=O)c2ccncc2)ccc1O	-7	-1	x	-1	-5	-7	-4	0.9	4

Some of the entries above, reformatted.
Below each compound – PLK1 inh, PLK1 PBD inh, PLAP activator, FAK inh, S1P2 agonist, S1P2 blocker, EphB4 antag, MT1-MMP txn act, HIV Rev-RRE inh
> O=c1[nH]c(N2CCc3ccccc32)nc2c1CCCC2
→ -15, -2, 1.1, 0, -4, -5, 6, 1.1, 1
> COc1ccccc1-c1cc(C(=O)NCc2ccccc2)no1
→ 0, -16, 0.9, -7, -7, 11, 3, 1.2, 7
> Cc1cc(C)c(NC(=O)/C=C\C(=O)O)c([N+](=O)[O-])c1
→ -9, 0, 0.9, -5, -6, -1, 6, x, 11

Random excerpt: 4 entries already listed.
SMILES	PLK1 inh	PLK1 PBD inh	PLAP activator	FAK inh	S1P2 agonist	S1P2 blocker	EphB4 antag	MT1-MMP txn act	HIV Rev-RRE inh
CCOC(=O)C1=NN(c2ccccc2)C(=O)/C1=C\c1ccc(N(C)C)cc1	-9	11	1	-2	-7	9	0	x	7
COc1cc(OC)c(C2N(c3cc(C)on3)C(=O)C3CCCN32)cc1OC (stereo unspecified)	-5	-21	1.4	-8	-1	10	1	1.2	6
CC(C)n1cc(/C=C2/NC(=O)N(c3cccc(Cl)c3)C2=O)c2ccccc21	-13	-20	x	-1	6	16	4	1.3	7
O=c1oc(-c2ccccc2)nc2sc3c(c12)CCCC3	-7	-15	1.1	3	-7	-6	-2	1.7	1

Source: PubChem

The order is random; overall some 3.9% were active at least once.
